# EPAC1 agonist: EPAC1 (human) agonism; EPAC1 agonist qHTS, biochemical assay; response scale: 100% = response to 6.5 mM cAMP; Potency, µM (series often up to 154 µM), for the others: top-dose activation, actives largely listed as activators; hit rate 0.073% among 360,000; AID 720707; note: potency is the fitted concentration of half-maximal effect; nearly all actives have a fitted effect of over 60% in size
#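 Read-out is the fluorescence drop as BODIPY-GDP leaves Rap1B (480 nm excitation, 540 nm emission), recorded every 5 minutes over 30 minutes. Reactions held 100 nM EPAC1, 250 nM Rap1B–BODIPY-GDP and 50 uM GDP, with 6.5 mM cAMP setting full activation.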
# WRN inhibitor: inhibitors of human WRN helicase | Q14191 | WRN helicase unwinding, fluorescent forked duplex, kinetic | Potency, µM (series often up to 114 µM), for the others: at the top dose activity change, negative = inhibition, actives largely listed as inhibitors | hit rate 0.46% among 360,000 | AID 651768; note: potency is the fitted concentration of half-maximal effect; % is set by controls: 0 for no effect and ±100 for the full control effect; nearly all actives have a fitted effect of over 55% in size
#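 Fluorescence dequenching readout, ex 525 nm/em 598 nm, kinetic mode: forked duplex DNA (100 nM final) with adjacent fluorophore and quencher unwound by WRN (20 nM final) with 2 mM ATP. Compound preincubation 15 min, room temperature.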
# CCT chaperon mod: modulators of cytosolic chaperonin (CCT/TRiC) activity | purified chaperonin ATPase assay, HTRF ADP detection, 30 min | activity change, % (test concentration not listed), hits read low | hit rate 0.3% among 360,000 | AID 651819; in the data active = activity change below about -30%; note: % is set by controls: 0 for no effect and ±100 for the full control effect
#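 Nucleotide hydrolysis assay: TRiC at 20–40 nM final (set by batch activity) with 10 uM ATP, 30 min at 37 °C, in presence of 76 uM compound. Detection by competitive ADP HTRF, 30 min ambient.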
# EPAC2 agonist: EPAC2 (human) agonism; EPAC2 activation, biochemical qHTS; response scale: 100% = 6.5 mM cAMP response; Potency, µM (series often up to 154 µM), for the others: at the top dose activation, actives largely listed as activators; hit rate 0.079% among 360,000; note: potency is the fitted concentration of half-maximal effect; nearly all actives have a fitted effect of over 50% in size
#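 Guanine nucleotide exchange by EPAC2 is measured as reduced fluorescence of BODIPY-GDP once it is released from 250 nM Rap1B. Plates are read kinetically for 30 min at room temperature; results are scaled to 6.5 mM cAMP.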
# EPAC1 antagonist: EPAC1 (human) antagonism; EPAC1 GEF assay, Rap1b-BODIPY-GDP exchange fluorescence; Potency, µM (series often up to 115 µM), for the others: at the top dose activity change, negative = inhibition, hits mostly inhibitors; hit rate 0.14% among 360,000; AID 720709;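 note: potency is the fitted concentration of half-maximal effect; plate controls were vehicle for no effect and positive control for full effect; nearly all actives have a fitted effect of over 50% in size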
# IL-2 act: IL-2 activation. IL-2 activation reporter assay, cell-based qHTS; stimulated with anti-CD3/CD4/CD28 beads; in transgenic mouse T cells. activation, % (series mostly up to about 46 µM). hit rate 0.065% among 360,000. AID 652025; in the data active = activation above about 50%; inconclusive = mostly about 30% to 49%; note: 0% is about no effect
#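 Using fluorescent plate cytometry, EGFP and DsRed are detected in transgenic mouse T cells stimulated 18 h at 37 degrees C with antibody-coated beads after 60 min compound pretreatment.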
# PI5P4K alpha inh: blocks human PI5P4K alpha kinase activity | P48426 | PI5P4Kalpha enzyme, ADP-Glo luminescence, 60 min; stronger effect = lower value | max response, % | hit rate 1.2% among 330,000; active = max response of -50% or lower; inconclusive = between -30% and -50%; inactive = -30% or higher; note: value at the top dose of about 77 µM; % is set by controls: 0 for no effect and ±100 for the full control effect
#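 Luminescence from ADP-Glo served as readout of PI5P4Kalpha activity in a qHTS format. Reaction: enzyme, substrate, compound, ATP at 5 microM final, 60 min at RT.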
# PLK1 PBD block: inhibitors of human PLK1 polo-box domain binding; P53350; Plk1 PBD binding of FITC phosphopeptide, fluorescence polarization; Potency, µM, for inactives: max response, negative = inhibition, hits mostly inhibitors; hit rate 2.8% among 360,000; AID 720504; note: potency is the fitted concentration of half-maximal effect; series mostly up to about 57 µM; % is set by controls: 0 for no effect and ±100 for the full control effect; nearly all actives have a fitted effect of over 65% in size
# Target sequence (P53350 whole entry, looked up, the tested form may be a part): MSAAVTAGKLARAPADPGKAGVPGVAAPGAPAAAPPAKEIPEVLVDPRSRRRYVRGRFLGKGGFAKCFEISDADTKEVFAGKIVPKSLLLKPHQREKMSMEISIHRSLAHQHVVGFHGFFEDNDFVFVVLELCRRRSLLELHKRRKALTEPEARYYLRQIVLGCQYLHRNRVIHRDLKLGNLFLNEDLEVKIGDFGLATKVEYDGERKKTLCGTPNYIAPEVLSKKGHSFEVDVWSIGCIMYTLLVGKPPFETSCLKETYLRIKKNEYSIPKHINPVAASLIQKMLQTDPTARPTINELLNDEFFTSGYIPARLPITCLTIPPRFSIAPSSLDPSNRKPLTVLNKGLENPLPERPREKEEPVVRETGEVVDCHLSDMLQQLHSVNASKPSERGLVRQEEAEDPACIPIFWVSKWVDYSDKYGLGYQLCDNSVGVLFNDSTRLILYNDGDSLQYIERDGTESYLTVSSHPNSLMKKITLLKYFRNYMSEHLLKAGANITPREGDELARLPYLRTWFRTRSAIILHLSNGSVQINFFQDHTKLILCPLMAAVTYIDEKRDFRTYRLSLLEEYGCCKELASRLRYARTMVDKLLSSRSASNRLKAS
# Active calls of the source: *; ? = inconclusive; . = no result given; [ ] = dose if it differs, or a comment. Unless noted, calls come from the whole dose curve; as a rule, active = well fitted curve in the direction sought with a large enough effect; inconclusive = small, poorly fitted or top-dose-only effect, or another doubt; inactive = no such curve, though single readings can be large; an effect the other way counts as inactive or inconclusive. Only part of the results is shown; count on the stated rates, not on these rows.
molecule | EPAC1 agonist | WRN inhibitor | CCT chaperon mod | EPAC2 agonist | EPAC1 antagonist | IL-2 act | PI5P4K alpha inh | PLK1 PBD block
CCc1ccc(NC(=O)CSCc2ccc(C(=O)O)cc2)cc1 | 11% | 7% | -2.2 | 8% | -17% | -0.3 | 1 | -11%
Oc1ccccc1C(=S)N1CCN(C(=S)c2ccccc2O)CC1 | 13% | 5% | -1.5 | 13% | -3% | 2.4 | -10 | 24µM*
CCOC(=O)c1cnn2c1[nH]c(=O)c1ccccc12 | 7% | -31%[57.1 µM] | -0.7 | -11% | 3% | -2.3 | 4 | -10%
COC(=O)Nc1ccc2c(c1)Nc1ccccc1CC2 | -2% | -5% | 0.0 | 9% | -13% | -0.1 | 5 | -5%
CC(C)=N/N=C1/NC(=O)C(Cc2ccccc2)S1 (stereo unspecified) | -4% | -6% | 0.4 | 2% | -9% | -1.0 | -2 | -5%
Cc1nnc(NC(=O)CSc2nnc(Cc3cccn3C)n2C)s1 | 8% | -7% | -1.8 | 12% | 3% | -1.9 | 4 | -19%
O=C(N/N=C/c1cc(Br)c(O)c([N+](=O)[O-])c1)C(O)(c1ccccc1)c1ccccc1 | 0% | -2% | -0.8 | -5% | -15% | 0.0 | -58* | ?
COc1ccc(CC(=O)N(CC2CCCO2)c2nc3ccccc3s2)cc1 (stereo unspecified) | 13% | -1% | -1.7 | 7% | 5% | -0.4 | 2 | -8%
COc1cccc(NC(=O)CN2C(=O)NC3(CCCC3)C2=O)c1 | -1% | 0% | 1.9 | -2% | 4% | 0.0 | -1 | 1%
CC(=O)c1cccc(NC2c3ccccc3C(=O)N2Cc2ccco2)c1 (stereo unspecified) | 14% | -1% | 1.2 | -3% | -5% | -1.1 | 1 | -18%
Cc1ccccc1NC(=O)C1CCCN(S(=O)(=O)c2ccc(-n3cnnn3)cc2)C1 (stereo unspecified) | -21% | 9% | -1.9 | 1% | -28% | -0.6 | 8 | -10%
Oc1ccc(Nc2nc(-c3ccccc3O)nc3ccccc23)cc1 | -1% | -9% | -1.8 | 12% | 6% | 1.2 | 2 | -28%
CSc1ncccc1C(=O)OCC(=O)Nc1ccc(Cl)cn1 | 0% | 5% | -0.1 | 5% | 8% | -1.5 | 5 | 2%
COc1ccc(CCn2cnc3c([nH]c4ccccc43)c2=O)cc1 | 9% | -19% | 0.8 | -3% | 4% | -0.4 | -5 | 4%
Nc1c(-c2cccs2)cnn1-c1nc(-c2ccc(Cl)cc2Cl)cs1 | 7% | -11% | -1.8 | 13% | -2% | 2.5 | 11 | -11%
CCOc1ccccc1/C=N/NC(=O)CNC(=O)c1cccs1 | 10% | -9% | -1.9 | 7% | 2% | 1.3 | 4 | -3%
C/C(=N/NS(=O)(=O)c1ccc(Br)cc1)c1c[nH]c2ccccc12 | 0% | ? | -0.6 | 6% | 2% | -3.8 | -24 | 2%
Cc1cc(C)c2ccc(Cl)cc2n1 | 4% | -4% | -0.3 | -4% | 2% | 0.2 | -1 | -2%
O=C(c1ccoc1)N1CCN(c2cc(-c3ccccc3)nc3cc(-c4ccccc4)nn23)CC1 | -6% | -8% | 0.3 | 0% | -25% | -2.5 | 6 | -9%
CCC1=C(OC(=O)N(CC)CC)N2C(=O)OC(=NCc3ccccc3)[C@]2(C)[C@H]2C1=CC[C@H]1C(=O)NC(=O)[C@H]12 | -8% | -10% | 1.5 | -2% | -14% | 0.0 | 0 | -18%

# Additional entries:
molecule | EPAC1 agonist | WRN inhibitor | CCT chaperon mod | EPAC2 agonist | EPAC1 antagonist | IL-2 act | PI5P4K alpha inh | PLK1 PBD block
COc1ccc(S(=O)(=O)N2CCCCC2)cc1NC(=O)C1CC(=O)N(Cc2ccco2)C1 (stereo unspecified) | -5% | -11% | -1.1 | -4% | 10% | -0.3 | -1 | -8%
COc1cc(/C=N/Nc2snc(SC)c2C#N)cc(OC)c1OC | 2% | -2% | 1.6 | 5% | 17% | 0.5 | 4 | 8%
Cc1nc(NCc2ccc3c(c2)OCO3)c2oc3ccccc3c2n1 | 18% | -5% | 0.2 | 16% | -13% | -1.9 | . | -6%
Cc1nc2ccc(S(=O)(=O)NC(C(=O)NCc3ccc4c(c3)OCO4)C(C)C)cc2s1 (stereo unspecified) | -16% | -8% | -1.8 | 1% | -22% | -2.5 | 2 | -8%
COC(=O)Nc1ccc(Cn2cc(C(F)(F)F)ccc2=O)cc1 | 1% | -33% | -4.1 | 21% | -4% | 2.9 | 4 | -11%
CCN(CC)c1ccc(/C=N/Nc2nc(C)cc(=O)[nH]2)cc1 | 2% | -11% | -1.5 | 5% | -17% | 0.0 | -4 | -5%
Cn1c(C(=O)Nc2ccc3c(c2)OCO3)cc2c(=O)n(C)c3ccccc3c21 | 4% | -18% | -2.1 | 2% | -13% | -2.5 | 1 | ?
Oc1c(N=Nc2nn[nH]n2)ccc2ccccc12 | -7% | -32%[57.1 µM] | -1.0 | 1% | ? | 0.4 | -82* | 17µM*
Cc1ccc(C(=O)NCCn2ccc3ccccc32)cc1[N+](=O)[O-] | 9% | -6% | 0.2 | 11% | -4% | -1.2 | 2 | -25%
O=C(CSc1nnc2ccccn12)Nc1cccc(S(=O)(=O)N2CCOCC2)c1 | -1% | -19% | -2.7 | 1% | 6% | -1.6 | -3 | -4%
CCC(CC)c1nnc(NC(=O)C2COc3ccccc3O2)s1 (stereo unspecified) | 1% | 5% | -1.4 | -7% | 3% | -3.2 | . | -4%
CC1(C(=O)NCc2cccnc2)CCN1C(=O)Cc1cccs1 (stereo unspecified) | -6% | -1% | -0.2 | 1% | 19% | 2.4 | 2 | -2%
Cc1cc(C(=O)NCC(=O)OC(C(=O)Nc2cc(C(F)(F)F)ccc2Cl)c2ccccc2)ccc1[N+](=O)[O-] (stereo unspecified) | 1% | -15% | -1.2 | 0% | -20% | -0.5 | 2 | -11%
Cc1cc(-n2nc(C)cc2C)n2nc(C)c(-c3ccc(Cl)cc3)c2n1 | 11% | 8% | 0.4 | 12% | 10% | -2.1 | . | -5%
COc1ccc(C(=O)CSc2nnc(-c3cc(C)cc(C)c3)o2)cc1 | 0% | -2% | 0.7 | 0% | 5% | -0.3 | . | -4%
Cn1ncc([N+](=O)[O-])c1C(=O)Nc1ccccc1C(=O)O | 2% | -1% | 1.8 | 1% | 5% | 0.6 | -52* | -6%
O=C(NCc1ccccn1)Nc1ccccc1F | 5% | 6% | -2.7 | 6% | 13% | -1.3 | 0 | -4%
CC1(C)C(=O)OC(C(=O)c2ccc(Cl)cc2)C(C)(C)C1=O (stereo unspecified) | -4% | 3% | 0.6 | -12% | -7% | -0.3 | 5 | 0%
Cc1cc(NC(=O)CS(=O)(=O)c2cn(Cc3cccc(F)c3)c3ccccc23)no1 | -1% | -29% | -3.2 | 15% | -22% | 0.6 | -9 | -9%
COc1ccc(C(=O)C[n+]2cccc(C(N)=O)c2)cc1 | -1% | 4% | 0.3 | 8% | 6% | 0.5 | -5 | -11%

# The list continues:
molecule | EPAC1 agonist | WRN inhibitor | CCT chaperon mod | EPAC2 agonist | EPAC1 antagonist | IL-2 act | PI5P4K alpha inh | PLK1 PBD block
COC(=O)CNC(c1ccccc1)c1cc(C)ccc1NS(=O)(=O)c1ccc(C)cc1 (stereo unspecified) | 7% | -5% | -4.7 | 19% | ? | -4.4 | -4 | -8%
CC1CC=C(c2ccccc2)C(=S)N1 (stereo unspecified) | 0% | -3% | -0.2 | 9% | -1% | -2.4 | 4 | -12%
CN1CCN(C(=O)OCCOCCOC(=O)N2CCN(C)CC2)CC1 | 13% | -26% | -0.4 | 3% | 2% | -0.2 | 2 | -3%
COc1cc(NC(=O)C2CCCN(c3ncnc4c3nc3n4CCCCC3)C2)cc(OC)c1OC (stereo unspecified) | 4% | -2% | 0.1 | 0% | -9% | -1.3 | 2 | -8%
CC(C)(C)c1ccc(C(=O)c2c[nH]c(C(=O)NCCCN3CCOCC3)c2)cc1 | 1% | 3% | 0.8 | -6% | 13% | -0.1 | . | 4%
COc1ccc(N2CCN(C(CNS(=O)(=O)c3cc(F)ccc3F)c3cccnc3)CC2)cc1 (stereo unspecified) | -4% | -23% | -0.1 | -2% | -1% | 0.0 | -5 | -6%
CCOC(=O)C(C)On1c(-n2nc(C)cc2C)nc2ccccc2c1=O (stereo unspecified) | 11% | -4% | -9.0 | 4% | 13% | 2.9 | 8 | -23%
CN(C)c1cccc(O)c1 | -19% | -7% | -4.7 | 10% | -7% | 1.3 | 3 | -11%
Cc1ccc(-c2nc3ncccn3c2Nc2ccc3c(c2)OCO3)o1 | -4% | -6% | 1.9 | 6% | -23% | -1.7 | -7 | -5%
